Screening results deposited in PubChem by several laboratories.
MT1-MMP act inh: MT1-MMP (human) activation inhibition; P50281; HT1080 RFP-PRO-GFP cells, GFP/RFP ratio fluorescence, overnight; percent of plate control window, DMSO zero; GFP/RFP ratio change, % at 20 µM; actives 0.061% (n = 360,000);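 active means GFP/RFP ratio change of at least 30% with cell ATP level not reduced by more than half and red fluorescence within 50% of control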; further: strong numbers were not always called active
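Test system: HT1080 RFP-PRO-GFP cells; Benchmarks: DMSO and RFP-L50D-GFP cell wells; Timing: cells overnight before dosing, compound overnight, 37 °C, 5% CO2; Compound: one 20 µM compound dose with 1% DMSO; Read-out: GFP/RFP fluorescence ratio.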
Rpn11 inh: Rpn11 (human) deubiquitinase inhibition; O00487; human 26S proteasome, Ub4-pepOG fluorescence polarization; 20S core pre-blocked with epoxomicin; calls only at 20 µM; actives 0.59% (n = 360,000);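 active means inhibition at 20 µM, scaled to each plate's controls, above about 33%, limit read from the data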
Target sequence (O00487 whole entry, looked up): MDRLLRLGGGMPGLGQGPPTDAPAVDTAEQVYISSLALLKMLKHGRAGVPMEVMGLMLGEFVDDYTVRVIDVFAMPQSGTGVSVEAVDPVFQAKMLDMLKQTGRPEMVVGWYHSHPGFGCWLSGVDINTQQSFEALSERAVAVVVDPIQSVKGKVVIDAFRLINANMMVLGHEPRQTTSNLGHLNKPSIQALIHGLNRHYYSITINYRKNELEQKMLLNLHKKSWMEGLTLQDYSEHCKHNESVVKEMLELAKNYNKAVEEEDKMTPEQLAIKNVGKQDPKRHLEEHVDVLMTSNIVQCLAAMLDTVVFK
bovine MsrA act: activators of bovine methionine sulfoxide reductase A | purified bovine MsrA, absorbance read-out | activation, % at 10.6 µM | actives 0.3% (n = 360,000); in the data active means activation above about 7.5%;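 further: 0% = vehicle and 100% = reference activator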
FAS-TE inh: FAS thioesterase (human) inhibition. P49327. inhibition, % at 15 µM. actives 0.67% (n = 360,000). AID 602261. recombinant FAS-TE, OMFH fluorogenic substrate, fluorescence endpoint;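 active means compounds whose normalised, plate-corrected inhibition of enzyme fluorescence in the single-dose primary screen is 50% or more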;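 further: 0% = DMSO with enzyme and 100% = substrate without enzyme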
PABP1 MLLE inh: blocks PAM2 peptide binding to the PABP1 MLLE domain; GST-MLLE / FITC-PAM2 fluorescence polarization; inhibition, % at 20 µM; actives 0.36% (n = 360,000); in the data active means inhibition above about 35%, passing the limit was not always enough;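 further: plate controls were DMSO wells with GST-MLLE for no effect and wells lacking GST-MLLE protein for full effect; some results filed as inactive read as strong as hits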
MsrA inh: inhibits bovine methionine sulfoxide reductase A. purified bovine MsrA, absorbance read-out. inhibition, % at 15.5 µM. actives 0.75% (n = 360,000); in the data active means inhibition above about 4.5%;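 further: 0% = vehicle wells with enzyme and 100% = reference inhibitor wells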
eLon inh: E. coli protease La inhibition | P0A9M0 | purified E. coli Lon protease, fluorescence polarization | inhibition, % at 7.94 µM | actives 0.42% (n = 360,000) | AID 602123; in the data active means inhibition above about 13%, passing the limit was not always enough;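 further: 0% = enzyme with probe and DMSO and 100% = no enzyme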
Rin1-Abl PPI inh: blocks binding of human Rin1 to Abl | TR-FRET Rin1/Abl binding, biochemical | actives 0.4% (n = 360,000) | P00519+Q13671 | inhibition, % at 7.35 µM; in the data active means inhibition above about 5%, passing the limit was not always enough
CSN deneddyl inh: blocks human CSN-mediated cullin deneddylation | Purified CSN, SCF-Nedd8-OG deneddylation, fluorescence polarization | actives 0.38% (n = 360,000) | AID 651999 | inhibition, % at 12.5 µM;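 active means pattern-corrected inhibition above about 35%, with an unprinted fluorescence ratio check between 0.5 and 1.5, limit read from the data, passing the limit was not always enough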;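 further: 0% = enzyme with substrate and 100% = substrate without enzyme; some results filed as inactive read as strong as hits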
Target sequence (Q92905 whole entry, looked up, one chain of several): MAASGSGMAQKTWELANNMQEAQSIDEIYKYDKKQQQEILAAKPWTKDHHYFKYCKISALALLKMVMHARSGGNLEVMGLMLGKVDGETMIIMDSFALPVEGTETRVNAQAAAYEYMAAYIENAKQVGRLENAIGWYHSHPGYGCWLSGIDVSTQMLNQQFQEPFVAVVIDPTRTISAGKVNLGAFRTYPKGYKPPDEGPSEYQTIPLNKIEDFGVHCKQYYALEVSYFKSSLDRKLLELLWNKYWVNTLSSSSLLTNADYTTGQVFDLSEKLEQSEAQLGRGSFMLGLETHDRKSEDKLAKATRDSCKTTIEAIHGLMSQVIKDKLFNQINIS
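Test system: Human Csn5 produced in HEK293T cells | Compound: 12.5 µM single point | Times: 90 min, room temperature | Signal: Fluorescence polarization readout | Read-out basis: % inhibition of substrate cleavage by Csn5 | Controls: no-enzyme wells high, enzyme-with-substrate wells low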
Numbers without * were called inactive; i = inactive; x = no result given; + = active, no number; & = joins results of further samples.

Value order – Rpn11 inh	MsrA inh	eLon inh	MT1-MMP act inh	PABP1 MLLE inh	CSN deneddyl inh	Rin1-Abl PPI inh	bovine MsrA act	FAS-TE inh
O=C(O)c1cccc(Cn2c(Cl)c(/C=N/NC(=O)c3ccc(O)cc3)sc2=O)c1
  i	8.5*	-3	0	-85	2	2	-7	-6
COc1ccc(C(=O)N/N=C(\C)CC(=O)Nc2ccc3ccccc3c2)c(OC)c1
  i	-0.4	5	1	-10	7	0	-2	5
CCOC(=O)c1sc2nc(CN3CCCCC3)nc(Cl)c2c1C
  i	x	1	3	13	3	-1	-7	-10
COc1cccc(CC2(CO)CCN(Cc3cn(C)nc3C)CC2)c1
  i	1.4	-3	-14	12	-1	2	0	2
N#Cc1cc([N+](=O)[O-])cnc1NCC(O)CO (stereo not given)
  i	5.4*	5	3	0	-3	-3	-4	0
O=S(=O)(NCC(c1cccnc1)N1CCN(c2ccc(F)cc2)CC1)c1cccs1 (stereo not given)
  i	0.9	-2	3	-3	4	-1	-4	-2
N#Cc1c2n(cnc1=O)CCCCC2
  i	-0.9	-5	1	-5	6	-4	-7	-8
COc1ccc(C(=O)NCc2ccc(-n3cccc3)cc2)cc1OC
  i	0.5	-8	-2	10	-6	1	-4	4
COc1cc(OC)cc(C2=Cc3ccccc3C(CC(=O)c3ccco3)N2c2ccc(-c3cnc(OC)nc3)cc2)c1 (stereo not given)
  x	0.1	-9	1	x	6	x	1	28
Cc1ccc(C(=O)NCC(=O)Nc2ccccc2C)o1
  i	-0.1	-17	0	9	2	-5	-2	-7
Cc1ccc(OCC(=O)NNC(=O)CSc2ncnc3sc(C)c(C)c23)cc1
  +	-0.6	3	-3	-2	38*	-1	0	-14
CC(C)Oc1ccc(S(=O)(=O)N2CCOCC2)cc1NC(=O)c1cccc(S(=O)(=O)N2CCCC2)c1
  i	0.0	3	3	-3	-6	-2	-1	41
CN(C)CCNc1c2c(nc3ccccc13)CCC2
  i	2.8	-1	3	1	3	-5	-6	-3
Cc1cc(C)n(C(=O)CNC(=O)c2cccs2)n1
  i	0.7	3	-2	1	0	3	-13	-18
COc1ccc(C2CC(=O)N(C)c3ccccc3S2)cc1OC (stereo not given)
  i	-0.1	-7	4	-1	0	-4	-4	-7
NC(=O)c1ncn([C@@H]2O[C@H](CNCc3cccc(OC4CCCC4)c3)[C@@H](O)[C@H]2O)n1
  i	1.0	-7	-3	22	5	0	-3	-7
CCc1ccc(N(CC(=O)NC(C)(C)C)C(=O)CNC(=O)c2cccs2)cc1
  i	-0.1	3	1	-12	2	1	-4	0
O=C(c1ccco1)N1CCN(S(=O)(=O)c2ccc(Oc3ccccc3)cc2)CC1
  i	0.1	-3	-5	5	-1	0	-3	24
C#Cc1ccc([C@@H]2C=C(C(=O)OCC=C)O[C@H](OCc3ccc(CO)cc3)C2)cc1
  i	-0.1	10	-2	1	0	3	-5	14
CCOc1cc(/C=N/NC(=O)CN2CCCCC2)ccc1OCc1cccc(Cl)c1
  i	1.6	-1	0	10	-8	-6	-1	8

(continued)
Value order – Rpn11 inh	MsrA inh	eLon inh	MT1-MMP act inh	PABP1 MLLE inh	CSN deneddyl inh	Rin1-Abl PPI inh	bovine MsrA act	FAS-TE inh
Cc1ccc(C)c(OCC(=O)Nc2ccc(S(=O)(=O)Nc3ncccn3)cc2)c1
  i	1.9	-3	3	3	4	1	-2	-3
COCCN(C(=S)Nc1ccc(C)cc1)C(C)c1ccco1 (stereo not given)
  i	1.2	-2	0	-85	-1	0	-5	7
Cn1c(CNC(=O)CNC(=O)c2ccc(F)cc2)cc(=O)n(C)c1=O
  i	1.4	5	-2	9	-2	3	1	-8
O=C(c1ccc(S(=O)(=O)Cc2ccccc2Cl)c([N+](=O)[O-])c1)N1CCN(c2ccccn2)CC1
  i	1.1	-2	-5	0	-7	-2	-1	28
Cc1ccc(S(=O)(=O)Nc2ccc3c(c2)C(=O)N([C@H](C)CO)C[C@H](C)[C@@H](CN(C)Cc2ccc(-c4ccccc4)cc2)O3)cc1
  i	x	1	0	1	3	3	0	81*
O=C(Cc1ccccc1)NNC1CC(=O)N(c2ccc(Cl)cc2)C1=O (stereo not given)
  i	-0.6	-11	8	9	-2	0	-2	-3
CC(Oc1ccc2c(-c3ccccc3)cc(=O)oc2c1)C(=O)NC(Cc1c[nH]c2ccc(O)cc12)C(=O)O (stereo not given)
  i	2.4	-3	-4	-9	-2	-1	-4	-4
CCCC1C(c2ccc(OC)cc2)C(C#N)(C#N)C2(C#N)CC1(N)NC2=O (stereo not given)
  i	-1.2	0	-4	0	-6	-1	-1	4
COc1cccc(C2CC(c3ccc(C)cc3)n3ncnc3N2)c1 (stereo not given)
  i	0.4	-11	1	-4	0	1	-2	-4
CCC(=O)Nc1sc(C(=O)OC)c(C)c1C(=O)OC
  i	-0.4	-7	3	30	4	3	6	1
CC(=O)c1cccc(NC(=O)N2CCCC2C(=O)Nc2ccc3c(c2)OCO3)c1 (stereo not given)
  i	0.9	-5	4	2	-3	3	-14	-6
CN(Cc1ccccc1)C(=O)COC(=O)CCN1C(=O)C2CC=CCC2C1=O (stereo not given)
  i	-1.0	-8	5	-3	0	-1	-3	-4
COc1ccc(/C=C2\SC(=N)N(c3nccs3)C2=O)cc1OC
  i	4.4	-2	6	-16	6	-1	-4	-7
COCC(=O)N(CCc1ccc(OC)cc1)Cc1nc2ccccc2c(=O)[nH]1
  i	0.1	-1	7	4	-2	0	-1	-5
C/C(=N\NS(C)(=O)=O)c1ccccc1
  i	0.4	-5	0	-18	0	0	-3	-7
COc1cc2c(cc1C=O)OC(C)C2 (stereo not given)
  i	1.0	-6	-1	14	-4	-2	-4	-5
O=C(CNC(=O)N1CC(=O)Nc2ccccc21)NCc1ccccc1
  i	-0.4	-5	0	-10	1	1	-1	-9
CCOC(=O)CCc1c(C)nc2cc(-c3ccc(Cl)cc3)[nH]n2c1=O
  i	0.5	-6	7	3	5	-3	-1	0
CC1CCCCC1NC(=O)COC(=O)c1ccc2ncsc2c1 (stereo not given)
  i	-0.4	-3	-4	8	-2	3	-4	6
CC(=O)Cn1c2ccccc2n2nc(CCC(=O)O)c(=O)nc12
  i	2.2	-1	0	2	2	2	-2	-6

(continued)
Value order – Rpn11 inh	MsrA inh	eLon inh	MT1-MMP act inh	PABP1 MLLE inh	CSN deneddyl inh	Rin1-Abl PPI inh	bovine MsrA act	FAS-TE inh
O=C(CSc1nnc(-c2ccccc2)o1)Nn1cnnc1
  i	-0.7	1	-2	-6	1	0	-10	-11
Cc1cc(C)cc(NC(=S)NCc2cccs2)c1
  i	-0.2	-1	-5	-14	-5	-4	-13	-9
Cc1c(C(=O)O)c(=S)sn1CCOc1ccccc1
  i	1.4	-8	5	8	2	0	-13	-5
CC1CCN(c2ccc(NC(=O)Cc3ccccc3)cc2)CC1
  i	-1.0	-4	1	-4	3	2	-1	-2
CCOc1ccc(S(=O)(=O)NCc2ccccc2Cl)cc1C(N)=O
  i	0.1	-2	1	10	-1	3	-4	-4
O=C(Cc1ccc(Cl)cc1)c1ccc(O)cc1
  i	0.5	7	1	1	2	1	0	18
CCN1CCN(c2ccc(S(=O)(=O)N3CCOCC3)cc2NC(=O)C(C)Oc2ccc(Cl)cc2)CC1 (stereo not given)
  i	0.9	11	-4	-110	-3	1	-7	6
O=S(=O)(c1ccccc1)N1CCN(C/C=C/c2ccccc2)CC1
  i	-0.1	-19	3	10	-5	-2	-4	15
COc1ccc(C(=O)COc2ccc(F)cc2)c(O)c1C
  i	x	11	3	-11	-5	-1	-4	3
COc1ccc(S(=O)(=O)N2CCOCC2)cc1NC(=O)COC(=O)c1[nH]c(C)c(C(C)=O)c1C
  i	0.2	9	1	-7	-4	3	-7	2
O=C(O)CCC(=O)c1cccc2ccccc12
  i	0.6	-1	4	-3	2	0	-3	-8
CSc1ccc(/C=C(\C(=O)O)c2ccc(S(=O)(=O)N3CCCCC3)s2)cc1
  i	5.9*	-5	3	3	2	-3	-16	1
Cc1cc(N)cc(C)c1-c1c(Br)cc(N)cc1Br
  i	-0.5	0	-5	16	2	-1	-3	4
O=C(COc1ccc2ccc(=O)oc2c1)NCCCN1CCCC1=O
  i	2.8	3	1	12	0	1	-2	-3
CN(C)c1ccc(C(=O)OCC(=O)NC2CCCCC2)cc1
  i	2.3	3	-3	-8	-1	5	-14	1
O=C(N=C1SC2CS(=O)(=O)CC2N1c1c(Cl)cccc1Cl)C1CC1 (stereo not given)
  i	0.1	11	-2	-12	-2	1	-5	-6
Nn1c(SCC(=O)N2CCCC2)nnc1-c1cccs1
  i	-0.8	-3	10	-1	-7	0	-6	-5
CN(Cc1nc(-c2cnccn2)no1)Cc1n[nH]c2c1CCCCC2
  i	-1.8	-2	0	7	1	-3	-2	-4
O=C(CC(C(=O)O)P(=O)(c1ccccc1)c1ccccc1)c1ccc(Br)cc1 (stereo not given)
  i	-0.2	-15	10	3	0	-4	-3	-9
CC(C)CNC(=O)CSc1nnc(-c2cccc(S(=O)(=O)N3CCCCC3)c2)o1
  i	-0.4	1	3	-9	-1	1	1	-2

The list continues:
Value order – Rpn11 inh	MsrA inh	eLon inh	MT1-MMP act inh	PABP1 MLLE inh	CSN deneddyl inh	Rin1-Abl PPI inh	bovine MsrA act	FAS-TE inh
O=C(NCCN1C(=O)S/C(=C\c2ccc(Cl)cc2Cl)C1=O)C1=COCCO1
  i	1.8	3	3	0	2	5	-5	30
O=C(Nc1nncs1)c1cccc(S(=O)(=O)N2CCc3ccccc32)c1
  i	0.6	-4	-4	7	-4	2	-7	-2
COC(=O)[C@]1(Sc2ccc(C)cc2)CC(=O)N[C@@H]1c1ccccc1
  x	-0.7	-6	6	x	3	x	-2	-11
CCc1nn(C)c2c(=O)c(=O)c2n(C)[nH]1
  i	0.3	8	-2	23	-5	0	-4	-6
Cc1cc(C(=O)O)ccc1-c1ccc(/C=C2\NC(=O)N(Cc3ccccc3Cl)C2=O)o1
  i	x	-11	-1	14	34	-2	-4	25
c1ccc(COc2ccccc2CNC2CCCC2)cc1
  i	-0.9	13	0	0	3	2	-5	-10
Cc1n[nH]c(C)c1S(=O)(=O)N1CCCC(C(=O)N2CCN(c3ccc(Cl)cc3)CC2)C1 (stereo not given)
  i	0.6	6	-1	-2	4	0	-3	-2
CCC(Sc1ncnc2c1nnn2-c1ccc(F)cc1)C(=O)OC (stereo not given)
  i	-0.1	-2	6	15	0	-1	-2	-4
CCOc1ccccc1OCCCC(=O)Nc1cccc(-n2cnnn2)c1C
  i	0.1	-3	-3	-6	-6	-1	-1	-7
O=C1CCCc2nc(N3CCN(C(c4ccccc4)c4ccccc4)CC3)ncc21
  i	1.2	6	-7	6	-3	3	-2	24
CC(=O)CSc1ncnc2sc3c(c12)CCCC3
  i	2.8	-3	0	-4	0	-2	-4	2
CCCCCCSc1ccc(-c2nc3cc(C)ccn3c2NC2CCCCC2)cc1
  +	-0.2&0.7	7&-6	0&8	-44	17&4	1	-2&-7	15&22

Some of these compounds in order of their number in PABP1 MLLE inh, lowest first.
mol | Rpn11 inh | MsrA inh | eLon inh | MT1-MMP act inh | PABP1 MLLE inh | CSN deneddyl inh | Rin1-Abl PPI inh | bovine MsrA act
CCCCCCSc1ccc(-c2nc3cc(C)ccn3c2NC2CCCCC2)cc1 | + | -0.2&0.7 | 7&-6 | 0&8 | -44 | 17&4 | 1 | -2&-7
c1ccc(COc2ccccc2CNC2CCCC2)cc1 | i | -0.9 | 13 | 0 | 0 | 3 | 2 | -5
CCC(Sc1ncnc2c1nnn2-c1ccc(F)cc1)C(=O)OC (stereo not given) | i | -0.1 | -2 | 6 | 15 | 0 | -1 | -2
